PfG6PD inh: PfG6PD (Plasmodium falciparum) enzyme inhibition. AID 504690. inhibition, % at 20 µM. PfGluPho enzyme, NADPH resazurin-diaphorase fluorescence. 350,000 tested, 0.78% active;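 active means inhibition reaching at least a set limit at 20 µM in the primary screen, cut at about 59% in these data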;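 further: 0% = DMSO wells with substrate and 100% = DMSO wells lacking glucose-6-phosphate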
MPTP block: blocks calcium-induced mitochondrial swelling. isolated mouse mitochondria, Ca2+ swelling absorbance, 30 min. inhibition, % at 10 µM. 360,000 tested, 1.4% active. AID 602449;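 active means inhibition of 50% or more, scaled per plate between neutral and stimulator controls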;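 further: 0% = DMSO wells given calcium and 100% = 1 mM EGTA wells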
SENP8 inh: blocks human SENP8 cleavage of Nedd8 substrate; inhibition, % at 20 µM; recombinant SENP8, Nedd8 substrate fluorescence; 360,000 tested, 0.64% active; Q96LD8; in the data active means inhibition mostly above about 40%, no sharp cut-off; inactive means mostly below about 27%
SENP1 FRET inh: inhibitors of human SENP1 SUMO protease catalytic domain. Q9P0U3. recombinant SENP1 catalytic domain, CyPet-SUMO1-YPet FRET cleavage. inhibition, % at 10 µM. 360,000 tested, 0.21% active. AID 624204;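 active means inhibition at least 30% at 10 µM, raw YFP signal under a set limit, fluorescence ratio 0.5 to 1.5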;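 further: 0% = enzyme with DMSO and 100% = no enzyme wells; some results filed as inactive read as strong as hits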
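Test system: human SENP1 catalytic domain; medium: Tris pH 8 buffer plus EDTA, NaCl, BME, BSA, NP40, catalase; incubation: 50 min reaction at room temperature; technique: FRET, CFP and YFP emission; controls: no-enzyme low control and enzyme-plus-DMSO high control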
hIAP act: increases human intestinal alkaline phosphatase activity; P09923; purified human IAP, CDP-Star luminescence, 30 min; active compounds read high; 1 = vehicle-only enzyme, 0 = enzyme-free background; activation factor at 10 µM; 330,000 tested, 0.16% active;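 active means activation factor of the enzyme at least 2-fold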; further: the source names both 10 and 20 µM as test concentration; values of inactives mirror those of a sister screen read the other way
Target sequence (P09923 whole entry, looked up): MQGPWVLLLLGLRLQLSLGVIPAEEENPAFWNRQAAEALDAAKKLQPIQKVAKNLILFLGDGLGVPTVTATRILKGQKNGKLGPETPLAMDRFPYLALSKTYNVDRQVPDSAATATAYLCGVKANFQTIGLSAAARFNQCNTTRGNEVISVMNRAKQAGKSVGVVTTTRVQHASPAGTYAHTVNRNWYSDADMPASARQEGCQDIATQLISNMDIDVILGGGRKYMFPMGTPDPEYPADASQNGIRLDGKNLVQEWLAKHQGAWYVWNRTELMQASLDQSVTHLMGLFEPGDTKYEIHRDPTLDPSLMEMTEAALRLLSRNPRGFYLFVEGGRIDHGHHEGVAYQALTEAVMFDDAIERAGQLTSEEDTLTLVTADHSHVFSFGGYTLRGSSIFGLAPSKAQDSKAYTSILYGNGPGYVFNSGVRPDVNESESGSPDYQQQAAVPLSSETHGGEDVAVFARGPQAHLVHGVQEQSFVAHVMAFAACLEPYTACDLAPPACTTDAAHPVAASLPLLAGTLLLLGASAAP
ATG4B inh: ATG4B (human) cysteine protease inhibition. Q9Y4P1. ATG4B cleavage of LC3-PLA2, NBD-HPC fluorescence, 1 h. inhibition, % at 8.33 µM. 340,000 tested, 0.51% active; in the data active means inhibition above about 40%
SENP6 block: inhibitors of human SENP6 protease; Recombinant SENP6 catalytic domain, aminoluciferin luminescence; inhibition, % at 10 µM; 330,000 tested, 1.8% active; AID 2599;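 active means inhibition above about 50% at the single tested dose, limit read from the data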;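 further: plate controls were DMSO wells with enzyme for no effect and DMSO wells lacking enzyme for full effect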
Target sequence (Q9GZR1 628-1112 limits assumed): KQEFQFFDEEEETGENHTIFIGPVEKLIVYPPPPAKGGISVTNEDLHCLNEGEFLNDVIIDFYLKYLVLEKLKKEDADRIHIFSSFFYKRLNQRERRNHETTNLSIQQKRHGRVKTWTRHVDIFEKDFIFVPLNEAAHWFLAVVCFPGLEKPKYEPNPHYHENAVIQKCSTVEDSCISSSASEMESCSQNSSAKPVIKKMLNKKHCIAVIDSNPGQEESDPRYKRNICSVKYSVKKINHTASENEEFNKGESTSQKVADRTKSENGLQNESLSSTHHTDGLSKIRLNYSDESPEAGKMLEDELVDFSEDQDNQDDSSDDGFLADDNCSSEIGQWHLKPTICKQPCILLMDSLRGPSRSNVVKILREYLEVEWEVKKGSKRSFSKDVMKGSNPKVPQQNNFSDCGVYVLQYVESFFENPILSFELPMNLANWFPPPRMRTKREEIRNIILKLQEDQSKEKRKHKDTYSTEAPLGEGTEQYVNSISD
NR3A LBD binder: modulates the human NR3A ligand-binding domain | NR3A LBD differential scanning fluorimetry, Tm shift; 0% = protein alone, 100% = glycine-bound protein | Tm shift relative to glycine control, % at 25 µM | AID 1259313 | 340,000 tested, 2.5% active;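 active means melting temperature shift of at least 10% of the positive control shift, at one fixed dose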
Numbers without * were called inactive; · = not tested or not shown.

Molecule | PfG6PD inh | MPTP block | SENP8 inh | SENP1 FRET inh | hIAP act | ATG4B inh | SENP6 block | NR3A LBD binder
CC(c1ccc(F)cc1)n1cc(C(=O)NCCN(C)C)nn1 (stereo not given) | -10 | -1.7 | 8 | 0 | 1 | 3 | -5 | -4
CCOC(=O)/C=C/C(=O)OCC(=O)Nc1ccc(OC)c(Cl)c1 | -5 | -1.1 | 6 | 3 | 0.94 | -12 | 11 | -1
O=C(NCCc1ccccc1)c1oc2ccccc2c1COc1ccccc1 | 9 | 11 | 12 | 3 | · | 32 | · | -7
O=C(NCCc1ccccc1)c1cnc2ccccc2n1 | -1 | -0.1 | 13 | 0 | 1 | -8 | -14 | -3
CCC(=O)c1ccc(OCC(=O)N(Cc2nnc(-c3ccccc3Cl)o2)C2CC2)cc1 | -15 | -1.5 | -6 | -3 | 1.2 | 1 | -14 | -1
CNC(=O)NC(=O)CSc1nnc(-c2ccc(F)cc2)n1CC1CCCO1 (stereo not given) | 7 | -0.1 | -2 | 1 | 0.97 | -5 | -22 | -2
S=C(Cc1ccccc1)N1CCOCC1 | 16 | -0.1 | 2 | 0 | · | -11 | · | 0
CC(C)c1nc2oc3ccccc3c(=O)c2c(=O)n1-c1ccccc1 | 5 | -1.5 | 6 | -1 | 1 | -7 | 8 | -1
CC(=O)c1ccc(Nc2nc(NCCO)nc(OC(C(F)(F)F)C(F)(F)F)n2)cc1 | 23 | -2.1 | 28 | -3 | 0.96 | -9 | -12 | -5
CCCc1nc2oc3ccccc3c(=O)c2c(=O)n1CCCOC | -3 | 0.9 | 6 | 0 | 0.91 | 10 | -15 | 1
O=C(CSc1nnc(CCCN2C(=O)c3cccc4cccc(c34)C2=O)n1-c1ccccc1)NCCCO | 13 | 1.6 | -174 | 4 | 0.99 | -11 | -11 | 13*
Cc1ccc(NP(=O)(c2ccc(N(C)C)cc2NC(=O)c2cccs2)N2CCOCC2)cc1 (stereo not given) | -3 | 0.4 | 10 | 3 | 0.9 | -5 | 2 | -8
Nc1ncc([N+](=O)[O-])cc1Br | -5 | 0.0 | 26 | 2 | 1.1 | 6 | -7 | -1
C=CCNC(=O)/C(C#N)=C\c1cc(Cl)c(OCC)c(OC)c1 | -4 | 1.1 | -3 | -10 | 0.94 | 31 | -14 | 0
Cc1cc(C)n(CC(O)COc2ccc3ccccc3c2)n1 (stereo not given) | 7 | 0.7 | 0 | -1 | 1 | 8 | -10 | 0
COc1cc(OC)c(NC(=O)CCCNC(=O)Cn2cnc3sc(C)c(C)c3c2=O)cc1Cl | -12 | -1.5 | 1 | 1 | 1 | 2 | -11 | -2
CCOc1ccc(S(=O)(=O)N2CCN(C(=O)C3CSC4(C)CCC(=O)N34)CC2)cc1 (stereo not given) | -7 | -1.1 | 1 | 1 | 0.93 | -3 | 22 | 2
O=C1NCC(CN(c2ccccc2)c2ccccc2)O1 (stereo not given) | -5 | 2.8 | 6 | 1 | 0.89 | 4 | -13 | 1
COc1ccc2oc(/C=C/N(C)C)c(C(=O)c3ccc(Cl)cc3)c2c1 | 1 | 0.2 | 18 | 0 | 0.79 | 22 | -11 | -12
Cc1nn2c3c(cnc2c1-c1ccccc1)C(=O)CC(c1ccco1)C3 (stereo not given) | -10 | 0.7 | -63 | -25 | 1.1 | 1 | 13 | 0
COc1ccc(CN(C)C(=O)c2ccc(NS(=O)(=O)c3ccc4[nH]c(=O)[nH]c4c3)cc2)c(OC)c1OC | -16 | 0.1 | 4 | 2 | 1 | 4 | -13 | 0
COc1ccc([N+](=O)[O-])cc1NC(=O)C(C)OC(=O)Cn1[nH]c(=O)c2ccccc2c1=O (stereo not given) | 15 | -0.8 | 7 | -1 | 1 | 7 | -17 | 1
COc1ccccc1NC(=O)N(C1CCCC1)C1CCN(C(C)=O)CC1 | 9 | -2.0 | -34 | 1 | 1.1 | -4 | -3 | 1
CCOc1ccc(CCNC(=O)COc2cccc(-n3cnnn3)c2)cc1OCC | -9 | -0.7 | 4 | 1 | 1 | 2 | 5 | 3
COc1ccc(C2/C(=C(\O)c3ccc4c(c3)OCCO4)C(=O)C(=O)N2c2nc(C)c(C(C)=O)s2)cc1 (stereo not given) | -18 | -0.1 | -19 | -55 | 1.1 | -1 | 0 | -4
CCCCc1cc(=O)oc2cc(OC(C)C(=O)NCC3CCC(C(=O)O)CC3)c(Cl)cc12 (stereo not given) | -8 | -0.7 | -58 | 1 | 1.2 | -19 | -14 | 1
COc1ccc(CC(=O)Nc2ccc(/C(C)=N/NC(=O)c3ccc(OC)cc3OC)cc2)cc1 | 4 | 0.2 | -312 | 0 | 0.93 | 1 | 4 | 9
Fc1ccccc1/C=N/N1CCN(Cc2ccccc2Cl)CC1 | 0 | 1.4 | 15 | 0 | 0.86 | 26 | 8 | 3
Clc1ccccc1SCc1nc2ccccc2[nH]1 | 6 | -1.2 | -15 | -1 | 0.96 | 9 | 39 | -18
Cc1ccc(NC(=O)C(=O)NCCN2CCN(S(C)(=O)=O)CC2)cc1 | -3 | 0.9 | 4 | -3 | 0.98 | 3 | -13 | 0
O=C(Cn1nnc(-c2ccccc2F)n1)NCCc1ccccc1 | -2 | -0.1 | 13 | 2 | 1 | 7 | -1 | 1
Cc1ccc(S(=O)(=O)N2CCCC(c3nc4c(nnn4Cc4ccc5c(c4)OCCO5)c(=O)[nH]3)C2)cc1 (stereo not given) | -22 | -0.1 | 0 | 2 | 0.89 | 8 | 8 | 1
COc1cc2c(cc1OC)CN(C(=O)c1cccc([N+](=O)[O-])c1)CC2 | -9 | 1.4 | 18 | 0 | 0.84 | -9 | -6 | 1
Fc1ccccc1CNC(=S)Nc1cccc(C(F)(F)F)c1 | 12 | 74* | 5 | -1 | 0.78 | 34 | 2 | 14*
O=C(CN1CCCCC1)n1c2ccccc2c2ccccc21 | -11 | -0.1 | 23 | -4 | 1.2 | 2 | -20 | -1
Cc1nc2ncnn2c(C)c1CCC(=O)NC(C)CCc1ccco1 (stereo not given) | -3 | 4.3 | 16 | -3 | 1.1 | -1 | -15 | 3
CN(c1ccccc1)C(c1ccc(F)cc1)c1nnnn1CC1CCCO1 (stereo not given) | 1 | 1.6 | 12 | 0 | 0.98 | 5 | 13 | -1
CCOC(=O)CNc1ccc2c(c1)OCO2 | 51 | 0.7 | 1 | -9 | 1.1 | -14 | 59* | 0
Cc1ccc(-c2ccc(C(=O)O)[nH]2)cc1 | -1 | 1.0 | 4 | -14 | 0.88 | 4 | -2 | 0
COc1cccc(NC(=O)CN(C)C(=O)c2ccc3c(c2)CC(c2ccccc2)OC3=O)c1 (stereo not given) | 0 | 1.1 | -22 | -1 | 0.81 | -13 | 19 | 2
COc1cccc(-c2cc(C(=O)NCCCn3ccnc3)no2)c1 | -6 | -0.2 | 7 | -2 | 1.1 | -12 | 0 | 1
O=C1CC(c2ccccc2)CC(O)=C1C=Nc1ccccc1 (stereo not given) | -2 | -2.4 | -37 | 0 | 1 | 10 | -20 | -2
COc1ccc(-n2c(=O)c(CCC(=O)N3CCN(c4cccc(OC)c4)CC3)nc3ccccc32)cc1 | -2 | -1.9 | -4 | -4 | · | · | · | ·
O=C(Nc1cccc(NC(=O)c2ccc([N+](=O)[O-])o2)c1)c1ccco1 | 10 | -0.6 | 31 | 0 | 0.81 | -2 | -9 | 1
O=C(Nc1cccc2ncccc12)c1ccco1 | 13 | 1.2 | 1 | -1 | 1.1 | -16 | 2 | 0
CC(C)=CCC[C@](C)(O)C1CC[C@]2(C)C1[C@H](O)CC1[C@@]3(C)CC[C@H](O[C@@H]4O[C@H](CO)[C@@H](O)[C@H](O)[C@H]4O[C@@H]4O[C@H](CO)[C@@H](O)[C@H](O)[C@H]4O)C(C)(C)C3CC[C@]12C (stereo not given in full) | -14 | -2.6 | 14 | 2 | 1.4 | -2 | 2 | 0
Cc1ccc(-n2c(=S)sc3c(=O)n(-c4ccccc4C)c(SCC(=O)O)nc32)cc1C | 17 | 1.7 | 22 | 0 | 1 | 1 | -14 | 8
CC12CCC(O)CC1=CCC1C2CCC2(C)c3[nH]ncc3CC12 (stereo not given) | -23 | 3.2 | 11 | 3 | · | -2 | · | -4
CCN(CC)C(=O)[C@H]1C[C@H](CC(=O)NCCN2CCOCC2)C(=O)N2CCc3c([nH]c4cc(CCC(=O)N(C)C)ccc34)[C@]12C | 0 | -1.0 | 8 | 1 | · | -7 | · | 1
Cc1cccc(CCN2C(N(C)C)=NC[C@@H]2CC(C)C)c1 | -5 | 0.9 | 9 | 1 | 1 | -3 | -14 | -2
N#C/C(=C\c1ccccc1OCc1ccc(C(=O)O)cc1)C(=O)Nc1ccc(O)cc1 | 6 | 0.9 | 8 | 1 | 1.1 | -5 | -18 | -11
CCOc1ccc(S(=O)(=O)NCCC(=O)OCC(=O)c2ccc[nH]2)cc1 | -7 | -1.0 | -4 | -1 | 1.1 | 8 | -26 | 0
Cc1ccc(C2=NC(C)(C)NC2=O)cc1 | -3 | -0.2 | 7 | 1 | · | -11 | · | 0
CC(C)CC1C(=O)N(Cc2cn(Cc3ccco3)nn2)CCS(=O)(=O)N1Cc1ccc(-c2ccc(Cl)c(Cl)c2)cc1 (stereo not given) | 47 | -1.4 | -28 | -8 | · | · | · | ·
COc1ccc(CCNC(=O)c2nnn(CC(=O)Nc3ccccc3)c2N)cc1OC | 5 | -2.2 | 7 | -2 | 0.98 | -10 | -4 | -1
Cc1ccc(C)c(S(=O)(=O)Nc2ccccc2C(=O)Nc2ccc(S(=O)(=O)Nc3ncccn3)cc2)c1 | -13 | 1.5 | -451 | -3 | 1 | -13 | -2 | 1

Next section:
Molecule | PfG6PD inh | MPTP block | SENP8 inh | SENP1 FRET inh | hIAP act | ATG4B inh | SENP6 block | NR3A LBD binder
CCN(C1CCCCC1)S(=O)(=O)c1ccc(OC)c(C)c1 | -6 | -0.6 | 8 | -2 | 1.1 | 3 | -1 | -2
Cc1noc(C)c1COc1ccccc1C(=O)N1CCN(S(=O)(=O)c2cccc([N+](=O)[O-])c2)CC1 | 7 | -1.7 | 6 | -1 | 0.99 | -6 | -2 | 0
NC1=NC(=Nc2ccc(Br)cc2)c2ccccc21 | 28 | 0.6 | 20 | 2 | 1.2 | 5 | 5 | -2
Cc1ccc(CNC(=O)COC(=O)c2c(C)noc2C)cc1 | -3 | -0.8 | 30 | 2 | 1.2 | 0 | -3 | -1
COC(=O)C(C)(C)ONC(=O)Nc1ccccc1[N+](=O)[O-] | 6 | -0.7 | 0 | 1 | 1 | -6 | -4 | 2
CCOC1=NN(c2ccccc2)C(=O)/C1=C\N(C)C | -18 | 0.8 | 8 | -2 | 0.99 | -4 | 5 | 1
O=C(c1ccc(S(=O)(=O)N2CCCCC2)cc1)N1CCc2ccccc2C1 | -7 | -0.9 | 18 | 0 | 0.93 | 7 | -19 | -4

Compound profiles, as listed above.
COC(=O)C(C)(C)ONC(=O)Nc1ccccc1[N+](=O)[O-] across the screens: PfG6PD inh: 6; MPTP block: -0.7; SENP8 inh: 0; SENP1 FRET inh: 1; hIAP act: 1; ATG4B inh: -6; SENP6 block: -4; NR3A LBD binder: 2
CCN(C1CCCCC1)S(=O)(=O)c1ccc(OC)c(C)c1 across the screens: PfG6PD inh: -6; MPTP block: -0.6; SENP8 inh: 8; SENP1 FRET inh: -2; hIAP act: 1.1; ATG4B inh: 3; SENP6 block: -1; NR3A LBD binder: -2

Only SENP6 block, hIAP act and SENP1 FRET inh (four entries from above):
mol | SENP6 block | hIAP act | SENP1 FRET inh
Cc1noc(C)c1COc1ccccc1C(=O)N1CCN(S(=O)(=O)c2cccc([N+](=O)[O-])c2)CC1 | -2 | 0.99 | -1
COC(=O)C(C)(C)ONC(=O)Nc1ccccc1[N+](=O)[O-] | -4 | 1 | 1
Cc1ccc(CNC(=O)COC(=O)c2c(C)noc2C)cc1 | -3 | 1.2 | 2
CCN(C1CCCCC1)S(=O)(=O)c1ccc(OC)c(C)c1 | -1 | 1.1 | -2

Screening data (PubChem)
